Assay outcomes (PubChem)
aSyn yeast inh: qHTS of alpha-syn Inhibitors; AID 652106, 2013; 370,000 compounds, 0.14% hits; Yeast expressing alpha-synuclein, growth rescue, BacTiter-Glo, 24 h; Potency, µM (top dose mostly 46.1 µM), for the others: at the highest dose growth rescue (activation), hits mostly activators; note: % of control where 0% means no effect; nearly all actives have a fitted effect of over 65% in size
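Readout is rescue of growth in alpha-synuclein-expressing yeast, so inhibitors of toxicity appear as activators. Growth after 24 hr at 30 deg C in galactose medium is quantified by luminescence.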
PTHR1 ag: qHTS for PTHR1 Agonists: Primary Screen; Parathyroid hormone/parathyroid hormone-related peptide receptor (Homo sapiens), Q03431; 410,000 compounds, 0.075% hits; HEK293 GP2 PTHR1 cells, GloSensor cAMP luminescence, 1 h; Potency, µM (top dose mostly 115 µM), without a hit: at the highest dose activation, actives largely listed as activators; note: nearly all actives have a fitted effect of over 55% in size; some results filed as inactive show a strong effect at the top dose; inactives centre near -15; many of its hits are not listed in these tables
Target sequence (Q03431 whole entry, looked up): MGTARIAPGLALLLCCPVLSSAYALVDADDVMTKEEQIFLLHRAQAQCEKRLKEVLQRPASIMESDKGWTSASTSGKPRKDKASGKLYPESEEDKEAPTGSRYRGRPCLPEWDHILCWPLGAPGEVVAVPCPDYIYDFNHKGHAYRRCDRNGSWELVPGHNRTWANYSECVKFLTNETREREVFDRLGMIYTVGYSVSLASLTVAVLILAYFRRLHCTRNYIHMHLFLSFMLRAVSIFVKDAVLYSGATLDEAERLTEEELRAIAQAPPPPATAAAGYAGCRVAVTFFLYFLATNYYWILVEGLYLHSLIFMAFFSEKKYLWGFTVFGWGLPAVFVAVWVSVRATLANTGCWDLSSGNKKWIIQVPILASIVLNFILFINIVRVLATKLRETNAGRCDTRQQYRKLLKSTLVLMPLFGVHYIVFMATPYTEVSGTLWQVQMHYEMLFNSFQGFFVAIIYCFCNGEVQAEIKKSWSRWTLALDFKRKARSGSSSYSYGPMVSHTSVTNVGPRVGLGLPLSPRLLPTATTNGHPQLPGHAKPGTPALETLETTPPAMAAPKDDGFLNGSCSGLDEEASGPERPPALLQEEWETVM
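HEK-293-derived GP2 cells expressing PTHR1 and a GloSensor cAMP reporter, 3,000/well, plated overnight, given luciferin plus IBMX (each 0.5 mM as added) for 1 h at 37 °C, then compound for 1 h at 37 °C. Luminescence was read after 15 min at room temperature.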
FUS suppressor: qHTS for Suppressors of FUS Proteinopathy: Primary screen using FUS-linked yeast assay; S. cerevisiae FUS-expressing, growth rescue, OD600, 24 h; Potency, µM (series often up to 76.6 µM), for the others: at the highest dose growth rescue (activation), usual class: activators; 390,000 compounds, 0.24% hits; AID 1347120, 2019;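 note: plate controls were DMSO vehicle for no effect and reference control for full effect; nearly all actives have a fitted effect of over 55% in size; some results filed as inactive show a strong effect at the top dose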
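Yeast FUS proteinopathy model; galactose-induced FUS (2%), starting OD 0.005. Cpds in dilution series, 24hr, 30C, 99% humidity. Abs 600 nm growth. Pos ctrl CP55940 (top 92uM final); neg ctrl DMSO.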
EPAC1 ag: qHTS for Agonist of cAMP-regulated guanine nucleotide exchange factor 3 (EPAC1): primary screen; Rap guanine nucleotide exchange factor 3 (Homo sapiens), O95398; EPAC1 agonist qHTS, biochemical assay; response scale: 100% = response to 6.5 mM cAMP; Potency, µM (top dose mostly 154 µM), without a hit: top-dose activation, hits mostly activators; 360,000 compounds, 0.073% hits; AID 720707, 2013; note: nearly all actives have a fitted effect of over 60% in size
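Multi-concentration qHTS readout: loss of Rap1B-bound BODIPY-GDP fluorescence driven by 100 nM EPAC1 with excess GDP (50 uM), monitored kinetically at room temperature; agonist response expressed relative to 6.5 mM cAMP.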
TDP43 rescue: qHTS of TDP-43 Inhibitors; TDP-43 expressing yeast growth rescue, BacTiter-Glo, 24 h; Potency, µM (titrated, usually from 46.1 µM), inactives show top-dose growth rescue (activation), usual class: activators; 410,000 compounds, 1.8% hits; AID 652104, 2013; note: % of control where 0% means no effect; nearly all actives have a fitted effect of over 50% in size
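Luminescence from BacTiter-Glo reports growth of TDP-43-expressing yeast after 24 hr at 30 deg C with compound. Cells were raffinose-pregrown to mid-log, then seeded in galactose medium at OD600=0.02.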
EPAC2 antag: qHTS for Antagonist of cAMP-regulated guanine nucleotide exchange factor 2 (EPAC2): primary screen. Rap guanine nucleotide exchange factor 4 (Homo sapiens), Q8WZA2. EPAC2 GEF exchange of Rap1B-BODIPY-GDP, fluorescence. Potency, µM (doses to about 114 µM), for inactives: top-dose activity, negative = inhibition, actives largely listed as inhibitors. 360,000 compounds, 0.18% hits. AID 720708, 2013; note: % is set by controls: 0 for no effect and ±100 for the full control effect; nearly all actives have a fitted effect of over 45% in size; many of its hits are not listed in these tables
EPAC1 antag: qHTS for Antagonist of cAMP-regulated guanine nucleotide exchange factor 3 (EPAC1): primary screen; Potency, µM (series often up to 115 µM), without a hit: top-dose activity change, negative = inhibition, actives largely listed as inhibitors; Rap guanine nucleotide exchange factor 3 (Homo sapiens), O95398; EPAC1 GEF assay, Rap1b-BODIPY-GDP exchange fluorescence; 360,000 compounds, 0.14% hits; AID 720709, 2013;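 note: plate controls were vehicle for no effect and positive control for full effect; nearly all actives have a fitted effect of over 50% in size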
EPAC2 ag: qHTS for Agonist of cAMP-regulated guanine nucleotide exchange factor 4 (EPAC2): primary screen. Rap guanine nucleotide exchange factor 4 (Homo sapiens), Q8WZA2. EPAC2 activation, biochemical qHTS; response scale: 100% = 6.5 mM cAMP response. Potency, µM (titrated, usually from 154 µM), for inactives: at the highest dose activation, most hits filed as activators. 360,000 compounds, 0.079% hits. AID 720711, 2013; note: nearly all actives have a fitted effect of over 50% in size
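Exchange assay: 100 nM EPAC2 with 250 nM Rap1B-BODIPY-GDP and 50 uM GDP. Fluorescence (ex 480/em 540 nm) read every 5 min for 30 min at room temperature. Data normalized to 6.5 mM cAMP as agonist control.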
Active calls of the source: *; i = inactive; u = inconclusive; x = no result given; & = joins results of further samples; ! = not confirmed by another sample; [ ] = dose if it differs, or a comment. Calls come from the whole dose curve; as a rule, active = well fitted curve in the direction sought with a large enough effect; inconclusive = small, poorly fitted or top-dose-only effect, or another doubt; inactive = no such curve, though single readings can be large; an effect the other way counts as inactive or inconclusive. Potency is the fitted concentration of half-maximal effect. Some of the compounds tested; rates above refer to the full screens.

SMILES	aSyn yeast inh	PTHR1 ag	FUS suppressor	EPAC1 ag	TDP43 rescue	EPAC2 antag	EPAC1 antag	EPAC2 ag
CCCCCCNC(=O)O[C@@]12CN(S(=O)(=O)c3ccc(C)cc3)C[C@]1(O)Cn1c(=O)n(CCCCCC)c(=O)n1C2	0.4%	-61.6%[inhibitor]	17.6%	6.1%	8.3%	9.7%	-2.9%	-11.6%
O=C(CCS(=O)(=O)c1ccccc1)Nc1nc2cc3c(cc2s1)OCCO3	10.6%	-5.8%	0.5%	9.0%	11.0%	-11.5%	5.9%	8.1%
COc1ccc(CCNC(=O)CCS(=O)(=O)c2ccc3c(c2)NC(=O)CO3)cc1OC	-2.4%	-0.9%	-5.3%	-0.1%	0.3%	-1.8%	u	-4.7%
S=C(Nc1cccc2ccccc12)NN1CCCCCC1	-4.8%	-1.8%	6.8%	2.0%	3.2%	-4.7%	-5.3%	12.2%
Cc1ccn2c(NC3CCCC3)c(-c3ccccn3)nc2c1	-0.9%	i	15.7%	-5.6%	-16.1%	-12.8%	1.6%	3.8%
Cc1cccc(NC(=O)CSc2ncnc3c2oc2ccccc23)c1	-5.8%	-20.6%	-18.0%	-6.1%	0.1%	6.2%	11.0%	-2.6%
FC(F)(F)c1nnc(-c2ccccc2)nc1Sc1ccccc1	3.6%	-8.3%	-34.9%	3.9%	u	-2.4%	u	1.0%
O=C(NCC1CCCO1)c1ccccc1 (centres undefined)	-6.0%	i	16.0%	8.9%	0.0%	0.4%	-6.9%	11.3%
Cc1ccc(S(=O)(=O)N2CCOCC2)cc1C(=O)Nc1c(C)n(C)n(-c2ccccc2)c1=O	0.6%	i	12.5%	7.6%	8.8%	-4.5%	10.8%	0.1%
CC1CCN(C(=O)CSCc2ccc(Cl)cc2)CC1	8.4%	-34.9%[inhibitor]	7.6%	3.3%	13.5%	-24.1%	-7.8%	1.9%
COC(=O)[C@]12CCCCC=C1N(Cc1ccco1)C(=O)[C@H](CC(=O)N1CCSCC1)C2	1.7%	17.3%	8.0%	-3.6%	3.8%	0.8%	u	0.3%
CCOc1ccc(NC(=O)CSc2nc(=O)n(CCCN3CCOCC3)c3c2CCC3)cc1	0.7%	i	0.8%	5.6%	-7.4%	4.4%	10.0%	6.6%

Overlap with the part before: three entries; new compounds follow.
SMILES	aSyn yeast inh	PTHR1 ag	FUS suppressor	EPAC1 ag	TDP43 rescue	EPAC2 antag	EPAC1 antag	EPAC2 ag
CC1CCN(C(=O)CSCc2ccc(Cl)cc2)CC1	8.4%	-34.9%[inhibitor]	7.6%	3.3%	13.5%	-24.1%	-7.8%	1.9%
COC(=O)[C@]12CCCCC=C1N(Cc1ccco1)C(=O)[C@H](CC(=O)N1CCSCC1)C2	1.7%	17.3%	8.0%	-3.6%	3.8%	0.8%	u	0.3%
CCOc1ccc(NC(=O)CSc2nc(=O)n(CCCN3CCOCC3)c3c2CCC3)cc1	0.7%	i	0.8%	5.6%	-7.4%	4.4%	10.0%	6.6%
CC1CC(C)CN(S(=O)(=O)c2ccc(C(=O)NCc3ccco3)cc2)C1 (centres undefined)	6.2%	-5.3%	4.9%	2.6%	24.3%	-26.8%	-28.9%	-11.7%
CCn1c(=O)n(CC(=O)N2CCN(c3ccccc3F)CC2)c(=O)c2ccccc21	2.4%	-11.7%	-0.1%	-1.1%	16.0%	15.4%	6.0%	-2.6%
CCS(=O)(=O)N1CCC(C(=O)Oc2ccc(C(=O)OC)cc2)CC1	-1.2%	i	29.6%	0.8%	-18.4%	14.4%	-0.6%	6.0%
CCOc1ccc(NC(=O)c2cn(-c3ccc(OCC)cc3)c(=O)c3cc(OC)c(OC)cc23)cc1	3.5%	i	u	2.6%	u	-6.1%	-8.4%	-11.5%
CCOc1ccc(CNC(=O)c2ccc(Sc3ccc(Cl)cc3)c(NC(C)=O)c2)cc1	-0.6%	-79.9%&-10.3%[inhibitor]	u	4.1%	15.8µM*!	4.0%	-2.2%	10.2%
O=C(NNS(=O)(=O)c1ccccc1C(F)(F)F)c1cccc(S(=O)(=O)Nc2ccccc2Cl)c1	15.2%	-7.6%	x	0.0%	4.9%	9.1%	-7.7%	0.3%
COc1ccc(Cl)cc1Nc1nc(NCCO)nc(N2CCCC2)n1	-5.2%	i	10.3%	3.4%	7.3%	-2.6%	-12.4%	-2.8%
S=C(Nc1ccc(Cc2ccncc2)cc1)Nc1cccc(Cl)c1	-4.7%	i	12.0%	10.0%	-15.6%	-4.5%	-27.9%	17.0%
CCCC(=O)c1cn(CC(=O)OC)c2ccccc12	0.2%	-12.4%[57.5 µM]	0.4%	-2.7%	7.1%	6.1%	-13.9%	4.2%
CC1CCCCN1CCNC(=O)C1CCN(S(=O)(=O)c2cccc3nsnc23)CC1 (centres undefined)	0.0%	13.5%	2.8%	-14.8%	-2.6%	18.4%	-1.6%	6.7%
Cc1cc(C)nc(N(C#N)Cc2ccc([N+](=O)[O-])cc2)n1	15.7%	i	-12.2%	-3.3%	7.0%[0.397 µM]	5.8%	-28.3%	5.2%
CC1Cc2ccccc2N1C(=O)c1cnc2sccn2c1=O (centres undefined)	-1.3%	i	-8.0%	1.0%	36.7%	-5.7%	17.3%	7.3%
CC1CCC2(CC1)NC(=O)N(CC(=O)Nc1ccc(N3CCCCC3)cc1)C2=O (centres undefined)	2.7%	i	-14.2%	9.2%	-9.1%	4.2%	6.0%	10.7%
COc1ccccc1N1CC(C(=O)NCCN2C(=O)S/C(=C\c3cccnc3)C2=O)CC1=O (centres undefined)	u	i	6.7%	-3.8%	4.9%	2.7%	-5.4%	1.2%
CCc1ccc(C(=O)NNc2cc(Cl)cc(Cl)c2)cc1	16.4%	-18.7%	23.4%	4.4%	0.0%	1.1%	18.8%	-0.4%
CC(OC(=O)c1cc(=O)c2ccccc2o1)C(=O)Nc1ccc(N(C)C)cc1 (centres undefined)	-9.5%	-21.2%	9.7%	7.0%	-2.3%	2.3%	3.3%	8.9%
COCCN=C1NN=C(c2ccc(C)c([N+](=O)[O-])c2)CS1	4.9%	i	-2.0%	-5.1%	15.6%	12.6%	11.7%	-4.0%
CCOC(=O)C1C(=O)OC(C)(C)C1C(C)C(=O)c1ccccc1 (centres undefined)	6.1%	i	-15.4%	-7.5%	4.9%	2.4%	-5.3%	-2.8%
CC(Sc1nnc(CC(C)c2ccccc2)n1N)C(N)=O (centres undefined)	-1.5%	-22.4%	1.4%	-1.5%	0.8%	26.2%	7.6%	11.3%
Nc1[nH]c2cc([N+](=O)[O-])ccc2c1-c1ccccn1	-10.0%	i	11.8%	15.7%	-4.9%	7.9%	-6.7%	4.2%
CCOc1ccccc1C(=O)NCC(=O)NNC(=O)c1cccs1	-5.4%	-21.7%	-22.3%	12.4%	23.9%	11.1%	0.7%	6.4%
Cc1ccc(C)c(COc2coc(CN3CCN(C(=O)c4ccco4)CC3)cc2=O)c1	-2.5%	-15.7%	-1.9%	-0.6%	-8.1%	-6.9%	-7.9%	1.3%
CCOC(=O)c1[nH]c(C)c(/C(O)=C2\C(=O)C(=O)N(CCN(C)C)C2c2cccc(OC)c2OC)c1C (centres undefined)	4.8%	-2.1%[57.5 µM]	6.9%	-2.5%	-19.2%	7.1%	13.4%	3.0%
O=C(c1cccn2c(=O)c3ccccc3nc12)N1CCN(Cc2ccc3c(c2)OCO3)CC1	-3.9%	-15.4%	18.7%	-1.3%	-14.5%	1.1%	4.1%	5.4%
CN(c1cccc(NS(=O)(=O)c2cccc([N+](=O)[O-])c2)c1)S(C)(=O)=O	-9.7%	-2.1%	5.9%	-1.5%	-2.5%[9.22 µM]	-1.8%	-8.4%	2.5%
Cn1c(=O)c2c(O)cc(=O)[nH]c2n(-c2ccccc2)c1=O	2.6%	i	-2.0%	-1.0%	-2.8%	5.8%	10.9%	-1.1%
Cc1cccc(NC(=O)COC(=O)CN2C(=O)c3ccccc3C2=O)c1	11.1%	i	-20.0%	-12.9%	8.7%	-2.5%	-16.5%	6.8%
CCCc1cc(=O)n2c([nH]c3ccccc32)c1C#N	-24.2%	-25.4%[57.5 µM]	-3.0%	-2.5%	-18.7%	2.8%	-2.6%	1.6%
Cc1c(C(=O)N/N=C/c2ccc(N3CCOCC3)cc2)nc2ccccn12	-5.3%	i	-12.5%	0.7%	-17.9%[1.82 µM]	3.7%	-18.2%	6.0%
CCCC(c1nnnn1Cc1ccccc1)N1CCC(C(N)=O)CC1 (centres undefined)	-11.2%	i	-13.5%	5.3%	-14.5%	13.2%	-2.1%	20.6%
O=C(Nc1ccc(F)cc1F)N1CCN(C(=O)c2ccco2)CC1	-1.1%	-23.6%	x	7.4%	-8.5%	1.5%	-10.1%	-1.7%
CC(C)C(N)c1csc(Nc2nncc3ccccc23)n1 (centres undefined)	3.8%	-7.6%	7.0%	6.5%	-14.3%	2.4%	-4.2%	8.1%
NC(=O)Nc1ccc2c(c1)OCCO2	2.5%	i	22.7%	-4.9%	7.1%	-5.6%	0.0%	7.9%
CCOC(=O)C1CCN(C(=O)c2ccccc2NC(=O)c2ccc(Br)cc2)CC1	3.5%	i	13.3%	5.7%	26.9%	-0.4%	3.0%	4.4%
CCc1ncc(CN2CCCC(C(=O)Nc3cccc(-c4cccc(C)c4)c3)C2)cn1 (centres undefined)	2.0%	-14.8%	x	11.9%	-19.7%	-8.5%	-11.2%	-1.5%
O=C(Nc1cc2c(ccc3ccccc32)oc1=O)C1CCCCC1	-5.8%	i	2.1%	-1.6%	-6.9%	3.5%	6.6%	9.3%
Cc1ccc2nc(-c3ccc(NC(=S)NCCC(C)C)cc3)sc2c1	3.9%	-53.1%[inhibitor]	0.2%	-1.3%	18.1%	1.5%	3.9%	-2.0%
O=C(NCCC(=O)N1CCC2(CC1)NCCc1[nH]cnc12)c1cccc(Cl)c1	-9.0%	i	-22.6%	-5.9%	-23.8%	-5.2%	-7.3%	6.2%
